# Screening data as filed in PubChem BioAssay.
# VEEV TC-83 Vero – inhibitors of VEEV TC-83 cytopathic effect, confirmation, Vero cells (AID 588727); Vero cells, VEEV TC-83 cytopathic effect inhibition; higher % means a stronger effect; one-dose inhibition, % at 20 µM; IC50 in µM for titrated hits; 350,000 tested, 0.13% active; in the data active means a potency from the dose series; inconclusive means inhibition mostly from about 14% at the one dose, without a potency; inactive means the rest, 99 in 100 with inhibition below about 12%; further: strong numbers were not always called active
# M. tuberculosis – growth inhibition of non-replicating M. tuberculosis (AID 488890). Mycobacterium tuberculosis non-replicating, growth inhibition; higher % means a stronger effect. inhibition, % at 25 µM, or IC50 in µM where a hit was titrated. 320,000 tested, 0.39% active; in the data active means a potency from the dose series; inconclusive means inhibition mostly from about 82% at the one dose, without a potency; inactive means the rest, 99 in 100 with inhibition below about 76%;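 further: plate controls were DMSO cells for no effect and high antibiotic wells for full effect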
# M. tuberculosis HTS – M. tuberculosis growth inhibition, HTS (AID 449762). M. tuberculosis H37Rv growth inhibition, 7H9 media; higher % means a stronger effect. inhibition, % at 25 µM; hits with a dose series show IC50 in µM. 330,000 tested, 0.59% active; in the data active means a potency from the dose series; inconclusive means inhibition above about 70% without an active follow-up result;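 further: bacterial growth assessed after seven days of incubation; strong numbers were not always called active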
# H1N1 NS1A inhibition – H1N1 influenza NS1A inhibitors, functional cell based assay (AID 504329). NS1A functional cell-based assay, percent inhibition; higher % means a stronger effect. inhibition, % at 12.5 µM, or IC50 in µM where a hit was titrated. 340,000 tested, 0.3% active; in the data active means a potency from the dose series; inconclusive means inhibition above about 27% without an active follow-up result; further: strong numbers were not always called active
# Salmonella PhoP GFP – PhoP regulon inhibitors, Salmonella typhi PhoP promoter GFP reporter, confirmatory (AID 1850). Salmonella Typhi PhoP-promoter GFP reporter, fluorescence, 4 h; higher % means a stronger effect. inhibition, % at 50 µM; hits with a dose series show IC50 in µM. 310,000 tested, 0.33% active; in the data active means a potency from the dose series; inconclusive means inhibition mostly from about 25% at the one dose, without a potency; inactive means the rest, 99 in 100 with inhibition below about 19%;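 further: 0% = induced wells with vehicle and 100% = uninduced wells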
# VEEV TC-83 Vero 10K pilot screen – further read-out of VEEV TC-83 Vero, marked with its call; inhibition, %; measured here: 10K pilot screen inhibition
# * = called active by the depositor; i = inactive; ? = inconclusive; nt = not tested or not shown.
SMILES,VEEV TC-83 Vero,M. tuberculosis,M. tuberculosis HTS,H1N1 NS1A inhibition,Salmonella PhoP GFP,others
Cc1ccc2nc(-c3ccc(NC(=O)CN(c4ccccc4C)S(C)(=O)=O)cc3)sc2c1,7.4%,-5%,0%,2%,0%,
N#Cc1ccc(NC(=O)COC(=O)c2ccc(F)c(S(=O)(=O)N3CCOCC3)c2)cc1,0.3%,13%,0%,7%,nt,
COc1ccc(OCCn2cncn2)cc1,0.2%,-9%,-10%,0%,5%,
COc1ccc(N(CC(=O)N2CCOCC2)S(C)(=O)=O)cc1OC,0.9%,0%,-4%,-5%,-6%,
O=C(NCc1cnc2ccccn12)C1CCC(=O)N(Cc2ccccc2F)C1 (centres undefined),1.2%,5%,-1%,-4%,1%,
Cc1oc2ccc(O)c(CN3CCOCC3)c2c1C(=O)c1ccc(Cl)cc1,i,21%,3%,-2%,9%,
CN1C[C@@H]2[C@@H]3C(=O)N(Cc4ccccc4)C(=O)[C@@H]3[C@](Cc3ccccc3)(C1=O)N2C(=O)c1ccc(Cl)c(Cl)c1,3.2%,nt,nt,4%,nt,
CC(C)NC(=O)c1noc2cc([N+](=O)[O-])ccc12,3.2%,-18%,-21%,-6%,7%,
NS(=O)(=O)c1ccc(CCNCC(=O)NCc2ccccc2Cl)cc1,i,-7%,-1%,19%,-2%,
CCCS(=O)(=O)N1CCC(C(=O)N2CCOCC2)CC1,0.2%,66%,0%,4%,-6%,
O=C(/C=C/c1ccc(OC(F)F)cc1)OCC(=O)N1CCC(c2ccccc2)=N1,1.5%,44%,8%,-12%,nt,
Cc1c(C(c2ccccc2)c2c(C)n(C)n(-c3ccccc3)c2=O)c(=O)n(-c2ccccc2)n1C,i,-10%,0%,-5%,-1%,
Cc1nc(NC(=O)c2ccc(Br)o2)sc1C,4.1%,9%,2%,4%,-3%,
CCOC(=O)CC1C(=O)NCCN1C(=O)Nc1ccccc1 (centres undefined),0.9%,5%,-5%,-4%,4%,
COC(=O)C1=C(c2ccccc2)C[C@@H]2CC[C@H]1N2C(=O)NC1CC1,0.1%,-5%,-4%,10%,-6%,
COc1c(Cl)cc(-c2noc(C)c2C(=O)NC(C)C)cc1Cl,0.6%,nt,-2%,1%,-11%,
COc1ccc(N(CC(=O)Nc2cccc(N(C)S(C)(=O)=O)c2)S(=O)(=O)c2ccc(C)cc2)cc1,2.2%,27%,4%,3%,-15%,
CCCCNC(=S)NCCN1CCCCC1,1.8%,14%,-5%,2%,-15%,
Oc1c(Br)cc(C=Nc2ccc3nc(-c4ccccc4)[nH]c3c2)c(O)c1Br,2.0%,6%,10%,nt,23%,
CC(=O)c1cn(CC(=O)NCCc2c[nH]c3ccccc23)c2ccccc12,i,52%,-20%,-1%,5%,
CCc1ccccc1NC(=O)NC1CC2CCC(C1)N2Cc1cccs1 (centres undefined),i,-10%,0%,0%,0%,
CCCCC(=O)N/N=C/c1c(O)n(-c2cccc3ccccc23)c(=O)[nH]c1=O,i,9%,-3%,19%,11%,
O=C(CN(C(=O)c1csnn1)c1cccc(C(F)(F)F)c1)NC1CCCC1,i,-1%,2%,-11%,11%,
CCOC(=O)c1[nH]c(C)c(C(=O)OCc2ccc(C)cc2)c1C,0.5%,10%,4%,11%,0%,
COc1ccc(N2C(=O)CC(c3ccccc3)CC2=O)cc1,0.3%,-1%,-11%,6%,nt,
CC1(C)C(O)=C(c2nc3ccccc3[nH]2)C(=N)N1c1ccccc1,i,-1%,0%,-11%,8%,
N#Cc1c(N)nc2c(c1-c1ccncc1)CCCC2,i,6%,2%,-5%,-22%,
COCCN(C(=O)c1cc(-c2ccccc2Cl)nc2ccccc12)c1c(N)n(CC(C)C)c(=O)[nH]c1=O,i,nt,nt,7%,nt,
CCOC(=O)NC1(C(F)(F)F)C(=O)NC(C)=C1C#N (centres undefined),1.4%,17%,13%,0%,-12%,
Cc1cc(C)n(CC(=O)NNC(=O)COc2ccc(Br)cc2F)n1,2.8%,-14%,0%,-9%,nt,
CCCN1CCN(C(=O)C2CCN(S(=O)(=O)c3ccc4c(c3)oc(=O)n4C)CC2)CC1,i,nt,nt,-4%,nt,
CC(NS(=O)(=O)c1cn(C)c(=O)n(C)c1=O)c1ccccc1 (centres undefined),4.8%,-8%,0%,-1%,-5%,
CCS(=O)(=O)N1Cc2ccccc2CC1C(=O)Nc1cc(S(C)(=O)=O)ccc1Cl (centres undefined),8.2%,8%,4%,-8%,-7%,
O=C(Nc1ccccc1)C1CC(=O)n2c(nc3ccccc32)N1 (centres undefined),i,-3%,-4%,12%,7%,
CC(=O)NCCc1nc2ccccc2n1Cc1ccc(Cl)cc1,1.0%,1%,-3%,-6%,9%,
CN(C)c1cccc(C(=O)N/N=C/c2ccccc2F)c1,0.8%,-4%,9%,0%,5%,
COc1ccc(NC(=O)CSc2nnnn2C)c([N+](=O)[O-])c1,0.9%,-2%,-2%,-5%,-3%,
COc1cccc(NS(=O)(=O)c2c(C)cc(C)cc2C)c1,i,1%,-4%,-15%,-2%,
COc1cccc(OC)c1OCCCSc1nc(C)cc(=O)[nH]1,2.5%,-3%,-5%,-3%,3%,
O=c1oc(C2(O)CCCCC2)cc2ccc(/C=C/c3ccc(F)cc3)cc12,0.6%,21%,5%,-2%,nt,

# In the list so far, these contain a furan ring, fused or not.
SMILES,VEEV TC-83 Vero,M. tuberculosis,M. tuberculosis HTS,H1N1 NS1A inhibition,Salmonella PhoP GFP,others
Cc1oc2ccc(O)c(CN3CCOCC3)c2c1C(=O)c1ccc(Cl)cc1,i,21%,3%,-2%,9%,
Cc1nc(NC(=O)c2ccc(Br)o2)sc1C,4.1%,9%,2%,4%,-3%,

# Following part.
SMILES,VEEV TC-83 Vero,M. tuberculosis,M. tuberculosis HTS,H1N1 NS1A inhibition,Salmonella PhoP GFP,others
O=C(CNC(=O)N1CC(=O)Nc2ccccc21)Nc1nccs1,6.1%,-9%,0%,-6%,9%,
COC(=O)CSc1nnc2c3c4c(sc3nc(-n3nc(C)cc3C)n12)COC(C)(C)C4,0.6%,nt,-5%,-3%,-5%,
Cc1cc(C=C2C(=O)NC(=S)NC2=O)c(C)n1-c1ccc2c(c1)OCO2,10%,?,15%,1%,8%,
CCOCCCNC(=O)C(c1ccc(Cl)cc1)N1CCN(C(=O)c2ccco2)CC1 (centres undefined),0.9%,9%,-7%,2%,5%,VEEV TC-83 Vero 10K pilot screen=0.2
CC1CCN(c2c([N+](=O)[O-])nn(-c3ccc4c(c3)OCCO4)[n+]2[O-])CC1,5.0%,46%,16%,59µM*,-7%,
COc1cccc(C(=O)N(C)Cc2c(C)nn(C3CCS(=O)(=O)C3)c2C)c1 (centres undefined),1.9%,-6%,-3%,8%,nt,
Cc1nc2cc(C(F)(F)F)ccc2n1C1CCN(Cc2nnnn2CCc2ccccc2)CC1,7.1%,29%,60%,11%,-13%,
CCCCCCN1Cc2ccccc2C1,0.5%,32%,4%,-22%,10%,
O=C(NCc1n[nH]c(=S)n1-c1ccc(Cl)c(Cl)c1)c1ccc(S(=O)(=O)N2CCCCC2)cc1,1.7%,-15%,7%,8%,0%,
CCc1cc2c(=O)c(-n3cnc4ccccc43)coc2cc1O,5.8%,3%,-5%,-7%,-6%,VEEV TC-83 Vero 10K pilot screen=7.7
Cc1nc(N2CCN(S(=O)(=O)c3ccc(Br)cc3)CC2)c2c(C)c(C)sc2n1,4.2%,12%,3%,8%,3%,
CCCN(CCC)C(=O)Cn1c(=O)n(CCCC(=O)NCc2ccco2)c(=O)c2sccc21,1.1%,-1%,-4%,-10%,-2%,
O=C(CN1CCOC1=O)N1CCCC(N2CCN(c3cccc(C(F)(F)F)c3)CC2)C1 (centres undefined),0.4%,-4%,-3%,2%,-3%,
O=C1N=c2ccccc2=C1c1sc(=S)n(NC(=O)c2cccc(O)c2)c1O,1.2%,nt,nt,13%,nt,
Cc1ccc2c(c1)C(c1ccc(N3CCOCC3)cc1)=NNC(c1cccs1)=N2,i,11%,99%,-19%,9%,
Cc1cc(OCC(=O)NCCO)ccc1Cl,1.3%,4%,-1%,11%,-1%,
Cc1cccc(S(=O)(=O)Nc2nc3ccccc3nc2NCc2ccc3c(c2)OCO3)c1,i,-17%,-4%,-9%,-8%,
CC(=O)c1c(C)[nH]c(C(=O)NCc2ccccn2)c1C,1.4%,-19%,-1%,5%,8%,
Cc1ccc(CNC(=O)c2coc(=O)c3ccccc23)o1,5.2%,7%,7%,-11%,6%,
CCN(C(=O)COC(=O)c1ccc(=O)n(Cc2ccccc2)n1)C1CCCCC1,0.7%,65%,8%,3%,nt,
COc1ccc(N2CCN(S(=O)(=O)c3ccc4c(c3)CC(C)N4C(=O)C3CC3)CC2)cc1 (centres undefined),2.4%,nt,9%,9%,2%,
Cc1ccc(N(Cc2cc3ccc(C)cc3[nH]c2=O)C(=O)c2ccco2)cc1,2.0%,14%,-10%,-1%,5%,
COc1ccc(CN2C(=O)c3ccccc3C(/C=N\OCc3ccc(C)cc3)C2=O)cc1 (centres undefined),i,-7%,-1%,-22%,-8%,
CCC(=O)NC(=S)Nc1ccc(NC(=S)NC(=O)c2ccc(C)cc2)cc1,0.6%,-4%,1%,3%,-10%,
O=C(c1cccs1)N1CCCC(c2nc3c(nnn3Cc3ccccc3)c(=O)[nH]2)C1 (centres undefined),3.7%,25%,-8%,8%,16%,
c1cc2c(cc1-c1[nH]ncc1CN1C[C@H]3CC[C@H]1C3)OCO2,0.8%,1%,-7%,-5%,5%,VEEV TC-83 Vero 10K pilot screen=1.9
O=c1[nH]c2ccccc2c2nc3ccccn3c12,i,2%,-1%,23%,-3%,
COc1cc(/C=N/n2cnnc2)ccc1OC(=O)c1cccnc1,2.9%,9%,-8%,-6%,12%,
Cn1cccc1CNC(=S)Nc1ccccc1F,0.2%,-8%,-4%,-5%,-2%,
CC(C)NC(=O)CSc1nc2ccccc2n1CC(=O)N(C(C)C)C(C)C,2.7%,nt,nt,1%,nt,

# Among those listed so far, four have bromine:
SMILES,VEEV TC-83 Vero,M. tuberculosis,M. tuberculosis HTS,H1N1 NS1A inhibition,Salmonella PhoP GFP,others
Cc1nc(NC(=O)c2ccc(Br)o2)sc1C,4.1%,9%,2%,4%,-3%,
Oc1c(Br)cc(C=Nc2ccc3nc(-c4ccccc4)[nH]c3c2)c(O)c1Br,2.0%,6%,10%,nt,23%,
Cc1cc(C)n(CC(=O)NNC(=O)COc2ccc(Br)cc2F)n1,2.8%,-14%,0%,-9%,nt,
Cc1nc(N2CCN(S(=O)(=O)c3ccc(Br)cc3)CC2)c2c(C)c(C)sc2n1,4.2%,12%,3%,8%,3%,

# Later entries
SMILES,VEEV TC-83 Vero,M. tuberculosis,M. tuberculosis HTS,H1N1 NS1A inhibition,Salmonella PhoP GFP,others
CCN(Cc1nc2ccccc2c(=O)[nH]1)C(=O)COc1ccccc1-c1ccccc1,4.9%,65%,-5%,2%,nt,
O=C(CN(Cc1ccccc1)C(=O)CCC(=O)Nc1nccs1)NCc1ccccc1,5.7%,-4%,6%,-2%,16%,
COc1ccc(Nc2nc(C)cc(C)c2C#N)c(OC)c1,0.1%,-9%,1%,-6%,-1%,
OC(CNCc1ccc(-c2ccccc2)cc1)c1ccccc1 (centres undefined),i,66%,13%,-10%,-10%,
COc1cccc(OC)c1C(=O)Nc1ccc(C(=O)c2ccncc2)cc1,6.4%,-2%,16%,-3%,8%,
Cc1csc(C(C)N(C)C(=O)CCc2nnc(CCc3ccccc3)o2)n1 (centres undefined),2.1%,-4%,-8%,-2%,-12%,
COc1cc(C(=O)NNC(=O)C2CSC3(C)CCC(=O)N23)cc(OC)c1OC (centres undefined),i,-15%,-1%,-2%,nt,
CCCCn1c(N)c(N(CCC(C)C)C(=O)COC(=O)Cc2ccc(Cl)cc2)c(=O)[nH]c1=O,3.9%,nt,nt,-4%,nt,
O=[N+]([O-])c1c(NCc2ccco2)ncnc1NCc1ccco1,6.0%,nt,nt,-12%,nt,
CCCCOc1ccc([N+](=O)[O-])cc1C(=O)O,0.5%,-10%,-2%,-2%,-11%,
COC(=O)c1ccc(NC(=O)c2ccccc2)o1,3.9%,3%,4%,1%,-3%,
COc1ccc(OC)c(C2=NOC(C(=O)NCCN3CCOCC3)C2)c1 (centres undefined),2.8%,1%,-12%,4%,13%,
O=S(=O)(c1ccccc1)c1cnc2ccccc2c1,0.5%,-2%,4%,-3%,0%,
CN(c1ccccc1C(=O)N1CCc2ccccc2C1)S(C)(=O)=O,2.9%,-3%,-11%,-4%,0%,
COc1ccc(N2CCN(C(=O)c3ccc4c(c3)CC(c3ccccc3)OC4=O)CC2)cc1 (centres undefined),6.7%,nt,nt,4%,nt,
